Compound activity (PubChem BioAssay)
Mtb FBA inh: inhibitors of M. tuberculosis fructose-bisphosphate aldolase. P9WQA3. purified M. tuberculosis FBA, fluorescence read-out. inhibition, % at 1 µM. hit rate 2.3% among 360,000. AID 588726; in the data active = inhibition above about 27%;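 note: 0% = vehicle and 100% = reference inhibitor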
Mtb BioA inh: blocks M. tuberculosis BioA enzyme activity; purified M. tuberculosis BioA enzyme, plate reader; inhibition, % at 9.99 µM; hit rate 0.096% among 360,000; AID 602481; in the data active = inhibition above about 40%; inconclusive = no clear call, values can overlap the other calls
Vc quorum ag: inducers of Vibrio cholerae quorum light production without autoinducers | V. cholerae BH1578 lux reporter, luminescence, 6 h | activation, % at 18.7 µM | hit rate 0.16% among 350,000; in the data active = activation mostly above about 9.7%, no sharp cut-off; inconclusive = no clear call, values can overlap the other calls; inactive = mostly below about 3.7%; note: not every result past the cut was called active; inactives centre near 0; reference of the scale not given here
GDH-TPI inh: inhibits GDH-TPI coupling enzymes, artifact for Mtb FBA screen. GDH-TPI coupled enzyme counterscreen, NADH absorbance. inhibition, % at 4.8 µM. hit rate 1.2% among 360,000. AID 588335; in the data active = inhibition above about 30%;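 note: 0% = DMSO wells and 100% = wells lacking the enzyme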
Yp Topo-I inh: blocks Yersinia pestis topoisomerase I activity. Y. pestis Topo-I cleavage product accumulation, plate reader. activity, % at 10 µM. hit rate 0.064% among 360,000; in the data active = activity above about 50%, passing the limit was not always enough; inconclusive = no clear call, values can overlap the other calls; note: inactives centre near 2
PfHsp40 yeast: restores yeast growth despite PfHsp40 toxicity. hit rate 0.68% among 340,000. growth rescue, % at 12.5 µM. S. cerevisiae expressing PfHsp40, growth rescue, ATP luminescence; in the data active = growth rescue above about 28%, passing the limit was not always enough; inconclusive = no clear call, values can overlap the other calls;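 note: yeast W303a lacking pdr1 and pdr3 grown in galactose medium; growth measured after three days at 30 °C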
UGM FP inh: blocks M. tuberculosis UGM enzyme. inhibition, % at 10 µM. purified UGM, fluorescence polarization probe displacement. hit rate 0.06% among 320,000; in the data active = inhibition above about 10%, passing the limit was not always enough; inconclusive = no clear call, values can overlap the other calls
FadD28 FP inh: inhibitors of Mycobacterium tuberculosis FadD28 bisubstrate binding; inhibition, % at 12.5 µM; FadD28 bisubstrate probe binding, fluorescence polarization; hit rate 0.22% among 360,000; AID 588549; in the data active = inhibition above about 8.5%, passing the limit was not always enough; inconclusive = no clear call, values can overlap the other calls
TcdB inh: TcdB glycohydrolase inhibition; TcdB glycohydrolase enzymatic assay, plate reader; hit rate 0.24% among 350,000; inhibition, % at 9.99 µM; in the data active = inhibition above about 10%
Starred values were filed as active, the others as inactive; i = inactive; ? = inconclusive; / = no result given.

Start of the data: the first 2 records, to show the layout:
SMILES	Mtb FBA inh	Mtb BioA inh	Vc quorum ag	GDH-TPI inh	Yp Topo-I inh	PfHsp40 yeast	UGM FP inh	FadD28 FP inh	TcdB inh
CCSc1nc(-c2cccs2)nc2ccccc12	1	-3.4	-0.3	0	32	1.5	2.3	-3.2	1.9
C[C@@H](NC(=O)c1nc[nH]c1C(=O)N1CCN(c2ccccc2)CC1)c1ccccc1	-2	1.4	0.7	-6	-10	1.9	2.9	/	2.5

The listing, from the first entry:
SMILES	Mtb FBA inh	Mtb BioA inh	Vc quorum ag	GDH-TPI inh	Yp Topo-I inh	PfHsp40 yeast	UGM FP inh	FadD28 FP inh	TcdB inh
CCSc1nc(-c2cccs2)nc2ccccc12	1	-3.4	-0.3	0	32	1.5	2.3	-3.2	1.9
C[C@@H](NC(=O)c1nc[nH]c1C(=O)N1CCN(c2ccccc2)CC1)c1ccccc1	-2	1.4	0.7	-6	-10	1.9	2.9	/	2.5
CN(Cc1c(C(=O)N2CCc3ccccc3C2)nc2ccc(Cl)cn12)C(C1CC1)C1CC1	-1	/	i	-3	22	-1.1	-2.7	-1.5	-0.2
Cc1cc(NC(=O)CSc2nc3c(sc4ccccc43)c(=O)n2CCc2ccccc2)n[nH]1	2	-0.9	-0.3	7	3	0.1	1.8	-1.8	/
CCN(CC)S(=O)(=O)c1ccc(OC)c(NS(=O)(=O)Cc2ccccc2)c1	-1	-0.7	i	13	6	0.1	0.7	-2.0	0.2
CSCCC(NS(=O)(=O)c1ccc2c(c1)oc(=O)n2C)C(=O)NCc1ccc(C)cc1 (stereo unspecified)	0	/	-0.3	5	8	-0.9	-0.4	-0.9	0.1
COc1ccc(/C=C/C(=O)NC(=S)NNC(=O)c2cc(OC)c(OC)c(OC)c2)cc1	-1	-1.0	i	18	-2	0.6	0.6	-0.7	1.0
O=C(CN1C(=O)CCSc2ccc(S(=O)(=O)N3CCOCC3)cc21)Nc1ccccc1Cl	0	-2.8	-0.4	4	17	-0.8	0.6	-2.5	0.7
C=CCn1c(SCC(=O)Nc2ccc3c(c2)CCC3)nnc1-c1cccs1	-1	3.9	i	4	44	1.6	0.8	-2.0	0.0
CCOc1ccc(NC(=O)CN(c2ccc(OC)c(OC)c2)S(=O)(=O)c2ccc(C)cc2)cc1	0	-0.5	-0.3	-10	15	2.0	-0.7	-1.8	0.9
O=C(CN1CCN(c2ccccc2Cl)CC1)NC1CCCc2ccccc21 (stereo unspecified)	0	-0.2	-0.3	-7	23	2.2	-0.4	-2.5	/
O=C(Nc1cccc(C(=O)Nc2ccc(Br)cc2)c1)c1ccccc1	-1	-0.7	-1.3	21	39	-1.0	-1.2	-3.9	-0.1
COCCNC(=O)c1cccc(OC2CCN(C(C)COc3ccccc3)CC2)c1 (stereo unspecified)	0	5.9	i	-10	20	0.6	-0.3	0.0	0.8
O=C(Nc1ccc(F)cc1)c1cccc(N2C(=O)C3C4C=CC(C5CC45)C3C2=O)c1 (stereo unspecified)	-2	0.1	-0.7	-2	11	6.3	-6.2	-2.6	0.7
COCC(C)n1c(C)cc(C(=O)CN2c3cccc4cccc(c34)S2(=O)=O)c1C (stereo unspecified)	5	-0.4	i	14	30	-1.1	-0.4	-0.5	0.8
COCCCNc1nc(N)c([N+](=O)[O-])c(Nc2ccccc2OC)n1	0	-3.5	i	9	-6	4.2	-1.2	-3.2	0.1
COc1ccc(C(=O)NC(=S)Nc2ccc(CN3CCOCC3)cc2)cc1Br	4	-1.2	0.2	8	19	0.7	1.0	-3.5	-0.1
COc1ccc(C2=NCc3nnc(C)n3-c3ccc(Cl)cc32)cc1Cl	4	5.9	7.1	-1	3	-0.5	0.4	-11	/
Cn1cc(/C=C2\C(=O)NC(=O)N(c3ccccc3)C2=O)c2ccccc21	-5	-15	8.3	9	-1	-0.6	14*	0.3	-0.7
CC(C)n1ncc2c(C(=O)NCC(=O)Nc3ccccc3Br)cc(C3CC3)nc21	30*	0.8	i	5	16	3.0	0.2	-3.8	/
CS(=O)(=O)N1CCCC(C(=O)c2cccc(Cl)c2)C1 (stereo unspecified)	3	/	-0.2	0	4	-0.7	-0.5	-0.6	1.4
O=C(NCc1cccnc1)NC1CCCCC1	-5	15	2.6	-6	6	3.3	-0.2	-2.6	/
COC(=O)c1cccc(CN2C(=O)C(C)Sc3ccc(C#N)cc32)c1 (stereo unspecified)	-3	-0.1	-3.3	-4	18	/	/	-3.3	1.3
COc1cccc(/C=N\NS(=O)(=O)c2ccccc2)c1OC	-1	0.6	i	6	6	-2.3	-1.2	-1.0	0.3
CCOC(=O)c1sc2ncn(C(CC)C(=O)OC)c(=O)c2c1C (stereo unspecified)	-2	-0.3	-0.2	17	0	-0.3	4.5	-5.2	/
COc1ccc(OC)c(NC(=O)COC(=O)/C=C/c2c(C)nn(C3CCS(=O)(=O)C3)c2Cl)c1 (stereo unspecified)	1	4.0	i	-5	9	-0.8	1.4	-1.7	/
Cc1ccc(-c2ccc(CCC(=O)O)n2CC(=O)O)cc1	20	-1.5	-4.2	10	22	2.0	5.4	2.7	/
COc1ccc(C)cc1S(=O)(=O)N1CCN(S(=O)(=O)c2cc(C(=O)O)ccc2C)CC1	2	-1.2	i	7	-2	0.9	-1.3	-0.6	-1.4
C=CCn1c(SCC(=O)Nc2cccnc2Cl)nnc1-c1ccccc1F	-3	/	0.0	5	3	1.8	0.5	0.0	/
O=C(NCCOC12CC3CC(CC(C3)C1)C2)c1cccc(Br)c1	5	1.3	-0.5	-2	8	5.2	-1.3	-1.1	/
O=C(NCc1ccc(F)cc1)C1CCCN(S(=O)(=O)c2cccc3nonc23)C1 (stereo unspecified)	-6	-0.6	-1.8	6	8	-0.2	-1.7	-1.2	-0.1
Cc1ccc2c(c1)C1CN(C)CCC1N2S(=O)(=O)c1cccc(C(F)(F)F)c1 (stereo unspecified)	1	0.6	i	5	-16	-1.3	1.1	-4.5	-1.1
CC(=O)N(CCN(C(C)=O)c1ccccc1)c1ccccc1	2	-0.3	-1.5	-2	1	-0.9	6.2	-1.7	/
COc1ccc(C(=O)OC(C(=O)c2ccccc2)c2ccccc2)cc1 (stereo unspecified)	-2	-0.5	i	14	14	2.5	0.4	0.8	/
COc1ccccc1-n1c(SCC(=O)Nc2cccc(C)c2)nc2c(c1=O)SCC2	-4	20	-0.2	19	26	0.7	0.2	-4.6	0.8
COCCn1c(SCC(=O)Nc2cccc(S(N)(=O)=O)c2)nc2ccccc21	2	3.9	i	6	-10	0.0	2.9	-2.7	/
CCc1cc2c(NCC(=O)O)ncnc2s1	-1	-0.7	-0.6	3	4	-1.8	3.0	-0.8	/
C=CCn1c(SCC(=O)Nc2ccc3c(c2)OCO3)nnc1-c1ccccc1O	3	/	-1.2	13	1	-0.3	0.2	-2.1	/
CC1(c2ccc3noc(-c4ccc(Cl)cc4)c3c2)OCCO1	6	0.7	-0.8	13	3	-0.8	-0.3	1.4	/
O=C(N1CCCC1)n1c(Cc2ccccc2)nc2ccccc21	-1	/	-1.6	4	-2	-1.8	4.6	-2.1	/
COc1cc(Cl)ccc1NC(=S)N(CCCN1CCOCC1)Cc1cn(C)c2ccccc12	0	-1.6	-0.7	10	21	-0.7	2.9	-1.5	/
COc1cc(NC(=O)c2ccc(-c3ccnn3C)c3ccoc23)cc(OC)c1OC	-2	0.3	-0.4	13	11	/	/	0.3	0.6
COc1ccc2c(c1)c(CC(=O)Nc1cccc(S(N)(=O)=O)c1)c(C)n2C(=O)c1ccc(Cl)cc1	-2	-0.7	-0.4	5	10	1.6	-1.9	-4.5	0.0
COCCn1c(=S)[nH]c2cc(C(=O)NC3CCCC(C)C3C)ccc2c1=O (stereo unspecified)	5	-1.0	i	9	11	/	/	-1.5	2.3
CC1Cc2ccccc2N1CC(=O)Nc1cc(S(=O)(=O)N2CCOCC2)ccc1Cl (stereo unspecified)	-2	-0.6	i	1	29	/	/	-0.7	0.8
CCC(C)Sc1ccc([C@H]2N[C@@](Cc3ccccc3)(C(=O)OC)[C@H]3C(=O)N(CC)C(=O)[C@@H]23)cc1OC (stereo partly specified)	5	0.7	i	7	5	-0.4	-4.2	-1.9	0.1
C=CCC(NC(=O)Cc1ccccc1)C(=O)NCCC (stereo unspecified)	1	-0.5	i	-8	-5	-1.3	0.6	-4.7	1.5
O=C(COC(=O)CNC(=O)c1ccco1)NCc1ccc(F)cc1	2	/	i	-2	-13	-1.7	2.2	-2.3	0.4
C#CCN(C[C@H]1[C@H](OC(=O)NCc2ccccc2)[C@H](OC(=O)NCc2ccccc2)C[C@@H](C(=O)OC)[C@H]1C(=O)OC)S(=O)(=O)c1ccc(C)cc1	2	-2.7	-0.6	8	13	/	/	-3.3	-0.9
Cn1c(N)c(C(=O)COC(=O)c2cc(S(=O)(=O)NCc3ccccc3)ccc2O)c(=O)n(C)c1=O	1	-1.3	-2.7	0	-7	?	/	-6.4	1.6
COc1ccc(NC(=O)CN(c2ccccc2)S(=O)(=O)N(C)C)cc1Cl	-1	2.0	i	-1	9	-0.8	1.8	-5.0	0.9
CCN(CC)/C(N)=N/c1nc(C)cc(C)n1	3	/	-1.6	2	0	-1.1	-0.9	-0.3	1.5
Cc1ccc2c(c1)N(S(=O)(=O)c1ccc(F)cc1)C(C(C)(C)C)CO2 (stereo unspecified)	1	-0.8	-0.3	4	13	18	-2.8	-4.7	/
CCP(=S)(CC)c1ccc(N(C)C)cc1	4	-0.5	-0.2	-4	5	0.4	-0.1	-0.2	-0.8
COc1cccc(C(C(=O)NC2CCCC2)N(CCC(C)C)C(=O)CCC(=O)Nc2cc(C)on2)c1 (stereo unspecified)	1	0.1	-0.1	11	30	1.4	-7.5	-1.0	0.5
C=CCOc1c(Br)cc(CNn2c(C)n[nH]c2=S)cc1OC	1	-0.1	0.3	9	6	-1.2	1.1	-0.5	-6.4
CN1CCN(c2ccc(S(=O)(=O)N3CCOCC3)cc2NC(=O)CC(C)(C)C)CC1	8	-1.0	i	3	-10	-0.7	3.0	-0.6	0.7
CN1/C(=C\C=Nc2ccc3ccccc3c2)C(C)(C)c2ccccc21	6	2.4	-1.9	21	7	-0.4	-1.8	-2.7	/
COc1ccc(N2CCN(C(=O)CCNC(=O)c3ccccc3)CC2)cc1	1	/	0.1	4	4	-1.2	0.3	-0.6	-7.9
COc1ccccc1NC(c1cccnc1)c1ccc2cccnc2c1O (stereo unspecified)	0	-0.7	-0.4	-6	2	11	-0.7	-5.1	-0.2

Fetched by structure from the entries so far:
SMILES	Mtb FBA inh	Mtb BioA inh	Vc quorum ag	GDH-TPI inh	Yp Topo-I inh	PfHsp40 yeast	UGM FP inh	FadD28 FP inh	TcdB inh
COc1ccc2c(c1)c(CC(=O)Nc1cccc(S(N)(=O)=O)c1)c(C)n2C(=O)c1ccc(Cl)cc1	-2	-0.7	-0.4	5	10	1.6	-1.9	-4.5	0.0
CN1CCN(c2ccc(S(=O)(=O)N3CCOCC3)cc2NC(=O)CC(C)(C)C)CC1	8	-1.0	i	3	-10	-0.7	3.0	-0.6	0.7

More records:
SMILES	Mtb FBA inh	Mtb BioA inh	Vc quorum ag	GDH-TPI inh	Yp Topo-I inh	PfHsp40 yeast	UGM FP inh	FadD28 FP inh	TcdB inh
O=C(CSc1ncccc1C(=O)O)c1ccccc1	1	-3.5	2.2	8	-3	-0.8	0.8	-0.4	/
C=CCCC(=O)Nc1ccc(COC(=O)N2CCOCC2)cc1	0	-1.8	-0.3	2	0	-0.3	-2.0	-1.9	/
Cc1nonc1NC(=O)c1oc2ccccc2c1C	-1	/	i	2	-1	0.2	0.3	0.3	0.1
CCOc1ccc(OCCC(=O)N(CC)CC(=O)Nc2ccccc2OC)cc1	2	1.3	0.3	1	-1	2.5	/	1.5	0.8
Cc1cc2ncn(-c3ncnc4scc(-c5ccccc5)c34)c2cc1C	-3	1.1	i	-3	12	?	-1.1	-3.8	/
CCN(CC)CCCNC(=S)N(CCCO)Cc1cc2cc3c(cc2[nH]c1=O)OCO3	23	-0.4	-0.5	12	10	-2.1	-2.4	0.9	0.0
O=C(NCc1ccc2c(c1)OCO2)c1cc(-c2ccccc2)nn1CC1CC(c2cccnc2)=NO1 (stereo unspecified)	1	2.0	-0.6	1	16	-0.3	-1.3	-1.6	0.2
